HT1080NT lethal – kills 2HG-producing HT-1080-NT fibrosarcoma cells | HT-1080-NT fibrosarcoma viability, CellTiter-Glo ATP luminescence, 48 h | Potency, µM (titrated, usually from 46.1 µM), without a hit: at the top dose activity, negative = less viability, most hits filed as cytotoxic | 360,000 compounds, 1.6% hits | AID 686970;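 also: NT is the 2HG producing partner of a matched IDH1 knockdown line; potency is read from the fitted curve at half-maximal effect; 0% = DMSO-treated cells and -100% = media-only wells without cells; nearly all actives have a fitted effect of over 55% in size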
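Fibrosarcoma NT cells, 750 per well in 5% FBS RPMI, were exposed to compound for 48 hours. Viability: CellTiter-Glo luminescence.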
MCF10A rereplic – inducers of DNA re-replication in MCF 10A breast cells | MCF 10A DNA re-replication, Hoechst nuclear intensity, 48 h | Potency, µM (top dose mostly 46.1 µM), without a hit: top-dose activity, positive = re-replication, actives largely listed as activators | 350,000 compounds, 2.9% hits | AID 624296; also: potency is read from the fitted curve at half-maximal effect; % of control where 0% means no effect; nearly all actives have a fitted effect of over 50% in size
KB-3-1 tox – kills parental KB-3-1 adenocarcinoma cells. 400,000 compounds, 1.4% hits. KB-3-1 viability, CellTiter-Glo ATP luminescence, 72 h. AID 1347075. Potency, µM (top dose mostly 46.1 µM), for inactives: top-dose activity change, negative = cytotoxic, usual class: cytotoxic; also: potency is read from the fitted curve at half-maximal effect; % is scaled to controls: 0 for no effect and ±100 for the full control effect; nearly all actives have a fitted effect of over 60% in size
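Luminescent ATP read-out (CellTiter-Glo) measures survival of drug-naive KB-3-1 cells after 72 h compound exposure at 37 °C. Titration series was screened from lowest to highest concentration, with DMSO vehicle plates as background controls.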
HepG2 tox – kills HepG2 cells in TGF-b inhibitor counter-screen; HepG2 CAGA-GFP viability, ATP luminescence, 18 h; Potency, µM (doses to about 46.1 µM), for the others: top-dose activity change, negative = cytotoxicity, actives largely listed as cytotoxic; 410,000 compounds, 0.76% hits; also: potency is read from the fitted curve at half-maximal effect; some results filed as inactive show a strong effect at the top dose
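CellTiter-Glo luminescence gave cytotoxicity after 18 hours at 37 degrees C. The cells were HepG2 CAGA-GFP in 1% FBS DMEM, stimulated with 500 pg/mL TGF-beta after compound addition. %Activity was normalised to no-cell wells (complete cell-killing) and DMSO (no toxicity), and curves were fitted and classified.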
ATXN2 expr inh – inhibitors of ATXN2 expression. HEK-293 ATXN2-luciferase reporter, luminescence, 24 h. Potency, µM (titrated, usually from 57 µM), inactives show top-dose activity change, negative = inhibition, actives largely listed as inhibitors. 360,000 compounds, 0.72% hits. AID 1745845; also: potency is read from the fitted curve at half-maximal effect; % is scaled to controls: 0 for no effect and ±100 for the full control effect; nearly all actives have a fitted effect of over 55% in size
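qHTS (up to 57 uM final) was run with 24 h compound exposure of reporter cells at 37 °C. Each well was multiplexed: SteadyGlo luminescence measured ATXN2-luciferase expression after a fluorogenic Gly-Phe-AFC viability readout (25 uM final).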
ATXN viability – viability counter-screen for ATXN expression inhibitors; S2 cells (HEK-293 line with an ATXN2-luciferase reporter) viability, CellTiter-Fluor protease fluorescence, 24 h; Potency, µM (series often up to 56.7 µM), most hits filed as cytotoxic; 400,000 compounds, 0.49% hits; AID 651635; also: potency is read from the fitted curve at half-maximal effect; nearly all actives have a fitted effect of over 40% in size
SW480 rereplic – inducers of DNA re-replication in SW480 colon cancer cells; SW480 DNA re-replication, Hoechst DNA content imaging, 48 h; Potency, µM (series often up to 46.1 µM), for the others: at the highest dose re-replication activation, most hits filed as activators; 340,000 compounds, 1.8% hits; AID 624297; also: potency is read from the fitted curve at half-maximal effect; % of control where 0% means no effect; nearly all actives have a fitted effect of over 55% in size
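Readout is total intensity of Hoechst-stained nuclei, excited at 405 nm and collected at 500-530 nm. Compound treatment lasted 48 hr at 37 C in 5% CO2 before staining.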
HT1080 IDH1KD tx – kills HT-1080 cells with IDH1 knockdown | HT-1080 IDH1 knockdown viability, ATP luminescence, 48 h | Potency, µM (highest dose often 46.1 µM), without a hit: top-dose activity, negative = toxicity, most hits filed as cytotoxic | 360,000 compounds, 2% hits | AID 686971;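 also: potency is read from the fitted curve at half-maximal effect; 0% = DMSO wells and -100% = cell-free medium wells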
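Knockdown cells (IDH1KD HT-1080) received compounds 2 h after plating at 750 cells/well and were kept 48 h at 37 °C in 5% FBS RPMI. A CellTiter-Glo luminescence read gave % activity for curve fitting.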
IL1B secr inh – inhibitors of inflammasome signaling (IL-1 beta secretion); THP-1 LPS/ATP IL-1B secretion, AlphaLISA, 16 h; stronger effect = lower value; 360,000 compounds, 4.7% hits; activity change, % at 57.5 µM; in the data active = activity change below about -50%; inconclusive = mostly about -30% to -49%; also: % is scaled to controls: 0 for no effect and ±100 for the full control effect
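THP-1 cells pretreated 1 hr with compounds (up to 57.5 uM final), then stimulated with LPS (250 ng/mL final) plus ATP (1.25 mM final); secreted IL-1B measured by AlphaLISA after 16 hr, decreased signal indicating inhibition.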
* marks the source's active call; other numbers are inactive results; i = inactive; u = inconclusive; x = no result given; [ ] = dose if it differs, or a comment. Unless noted, calls follow the shape of the dose curve; as a rule, active = well fitted curve in the direction sought with a large enough effect; inconclusive = small, poorly fitted or top-dose-only effect, or another doubt; inactive = no such curve, though single readings can be large; an effect the other way counts as inactive or inconclusive.

SMILES | HT1080NT lethal | MCF10A rereplic | KB-3-1 tox | HepG2 tox | ATXN2 expr inh | ATXN viability | SW480 rereplic | HT1080 IDH1KD tx | IL1B secr inh
O=C(NCCNc1ccc([N+](=O)[O-])cc1)c1cccc(Br)c1 | 1% | 14% | 11% | -29% | -11% | x | 2% | 13% | 18
CCCC(CCC)C(=O)NC1CC(=O)N(c2ccc3c(c2)OCCO3)C1 (stereo unspecified) | x | x | -3% | -3% | 1% | i | x | x | x
CC(C)(C)OC(=O)NCCC(=O)N/N=C/c1ccc2ncccc2c1 | 13% | 3% | -2% | -4% | -1% | i | -3% | 14% | 6
O=C(C1CCC1)N1CCc2cc(S(=O)(=O)N3CCCCC3)ccc21 | 4% | 1% | -8% | -8% | 1% | i | 1% | 10% | 7
CCc1nn2c(=O)cc(COC(=O)CNC(=O)c3ccccc3)nc2s1 | x | x | 7% | -16% | 4% | i | x | x | x
Cc1cccn2c(=O)c(C(=O)N3CCN(c4ccccc4)CC3)cnc12 | x | x | -3% | 0% | 13% | i | x | x | x
COc1ccc(Cc2nc3ccc(C(=O)NCCc4ccc(Cl)cc4)cc3o2)cc1 | x | x | 2% | -1% | -21% | i | x | x | x
COc1ccc(N2Cc3ccccc3C2=NC(=O)c2ccc(C)cc2)cc1OC | 5% | -23% | 1% | -24% | -9%[11.3 µM] | i | u | 6% | u
Cc1ccc(NC(=O)CSc2ncc(-c3ccccc3)n2C(=O)c2ccccc2)cc1 | -23% | 10% | 4% | -65% | 12% | i | 2% | -22% | -17
Cc1c(C(=O)N2CCN(c3ncccn3)CC2)oc2c(Cl)cccc12 | 3% | 10% | 0% | -4% | -12% | i | 3% | 0% | -15
O=C1CSC(=S)N1c1cccc(F)c1 | -17% | 7% | -6% | -1% | -15% | u | u | 1% | 34
Cc1ccc(OCc2n[nH]c(=S)n2-c2ccc(Br)cc2)cc1 | -5% | 2% | -4% | -28% | x | u | -1% | -4% | 5
COc1ccc(CNC(=O)c2cccc(NC(=O)c3ccccc3)c2)cc1 | -19% | -2% | 10% | -12% | -14% | i | -4% | -18% | -13
CC(C)Sc1nnc([C@@H]2CCCN2C(=O)OC(C)(C)C)o1 | 17% | 2% | -13% | -2% | 1% | i | -1% | 11% | 15
O=C(COC(=O)c1ccc(F)c(S(=O)(=O)N2CCOCC2)c1)NCc1ccc2c(c1)OCO2 | 10% | 10% | -19% | 1% | 13% | i | -4% | 1% | 9
O=C1CCc2cc(S(=O)(=O)NC(Cc3ccccc3)C(=O)NCCC3=CCCCC3)ccc2N1 (stereo unspecified) | -5% | 0% | 0% | -11% | 7% | i | u | -1% | 0
CCOc1ccc(C(CCc2ccccc2)NC(=O)c2ccccc2OC)cc1OCC (stereo unspecified) | u | 21µM* | -26% | -5% | -17% | i | u | u | 0
Cc1cccc(C(=O)NNC(=O)C2CC2)c1 | -1% | -4% | 12% | -4% | -9% | i | -15% | 7% | 0
CCn1c(CNC(=O)Cc2ccc(OC)cc2)nnc1SCC(=O)c1ccccc1 | 10% | 9% | 14% | 5% | 5% | i | -2% | 26% | 21
Cc1ccc2cc3cc(C(=O)N4CCN(c5ccc(Cl)cc5)CC4)oc3nc2c1 | x | x | 18% | 2% | 7% | i | x | x | x
O=C(NCc1ccco1)c1ccc2c(c1)N(Cc1c(F)cccc1Cl)C(=O)c1ccccc1S2 | x | x | 2% | -2% | 10% | i | x | x | x
CN(C)C(=O)c1cc(C(=O)c2ccc(C(F)(F)F)cc2F)c[nH]1 | 5% | -4% | -5% | 7% | -28%[11.3 µM] | i | 3% | 10% | 46
CCCC(=O)NCc1ccccc1Cl | 24% | -3% | -1% | -1% | -1%[11.3 µM] | i | -11% | 6% | -4
C[C@@H]1CCCCCCCCC(=O)OCCN(C(=O)OC(C)(C)C)[C@H](C)CCCCCCCCC(=O)OCCN1C(=O)OC(C)(C)C | 2% | 12% | -10% | 11% | 0% | i | -3% | -5% | -6
CCN(CC)S(=O)(=O)c1ccc2c(c1)oc(=O)n2CC(=O)NC1CCCCC1 | 2% | -4% | -1% | -1% | -8% | i | -6% | 7% | -13
Cc1nnc(SCC(=O)Nc2cccnc2Cl)s1 | 6% | -2% | 4% | -4% | -3% | i | -273%[inhibitor] | 3% | 23
O=C(Nc1ccccc1-c1nnn(CC(=O)N2CCOCC2)n1)c1ccc(F)cc1 | -2% | -1% | -4% | -4% | 1% | i | 3% | 2% | -25
CCCCCCOC(=O)C(C#N)c1nc2ccccc2nc1N1CCN(CC)CC1 (stereo unspecified) | 16µM* | u | u | 3% | 27% | u | 17% | 23µM* | u
Cn1cc(S(=O)(=O)NC2CCCCC2)c(=O)n(C)c1=O | 14% | -1% | 13% | 3% | 28% | i | -28% | 8% | -3
CC(C)=C1C2C=CC1C(C(=O)Nc1cc(C)ccc1C)C2C(=O)O (stereo unspecified) | 12% | 6% | -3% | -20% | -21% | i | -2% | 1% | -11
Cc1ccc(S(=O)(=O)N(C)c2ccc(C(=O)NCC(c3ccco3)N(C)C)cc2)cc1 (stereo unspecified) | 3%[9.24 µM] | 9.2µM* | 16% | -13% | 2% | i | -1% | 7% | 12
O=S(=O)(Nc1nc2ccccc2nc1NCc1ccco1)c1ccc(Cl)cc1 | u | u | u | -24% | -9% | i | -3%[9.22 µM] | u | 26
COc1ccccc1CNC(=O)[C@H](C)NC(=O)C1CCN(C(=O)[C@@H]2CCCN2C(=O)OC(C)(C)C)CC1 | -2% | 1% | 0% | -3% | 1% | i | u | -1% | -12
O=S(=O)(Nc1nc2ccccc2nc1N1CCc2ccccc2C1)c1ccc(Cl)cc1 | -3% | 6% | 15µM* | -19% | 6% | i | u | -16% | -9
O=C(CP(=O)(c1ccccc1)c1ccccc1)N/N=C/c1cc(Br)cc(Br)c1O | -10% | 5.8µM* | -14% | -45% | 10µM* | i | u | u | 65
CCSc1cc(C2C(C#N)=C(N)OC(C)=C2C(=O)OC)c(C)o1 (stereo unspecified) | 9% | 16% | 4% | 0% | 2% | i | 0% | 8% | -6
C[C@H]1C=C(C(=O)NCc2nc3ccccc3[nH]2)O[C@@H](OCc2ccc(CO)cc2)C1 | -18% | 0% | -3% | -44% | -5% | i | 0% | -3% | -15
Cc1cc(OCC(=O)Nc2ccc(C(=O)OC3CCCCC3)cc2)cc(C)c1Cl | x | x | 5% | 0% | 3% | i | x | x | x
COc1cc(NC(=O)CN2C(=O)c3ccccc3C2=O)c(C(=O)O)cc1OC | 8% | -10% | 1% | 5% | 11% | i | -2% | 7% | 18
COC(=O)c1cc(NC(=O)c2c(C)noc2C)ccc1N1CCOCC1 | 13% | 3% | 2% | 6% | -5% | i | -1% | 18% | 13
CCCCn1c(CCCNC(=O)c2cccc(C)c2)nc2ccccc21 | x | x | -16% | -30% | -19% | u | x | x | x
CC1CCC/C(=C\Nc2ccc(C(=O)O)cc2)C1=O (stereo unspecified) | 3% | -28% | -5% | 4% | 18% | i | -16% | 1% | 56
COc1ccc(CN=C2NC(=O)CC(C(=O)Nc3ccc(F)cc3)S2)cc1 (stereo unspecified) | 1% | 7% | 0% | -7% | 4% | i | -1% | 16% | -4
COCCn1c(=O)[nH]c(=O)c2cc(C(=O)c3cc(OC)ccc3O)cnc21 | 1% | u | u | -19% | -1% | i | -2% | -1% | -25
Cc1cc[n+](CC(=O)c2ccc(NC(=O)c3ccccc3)cc2)cc1 | -1% | 1.3µM* | u | -3% | -18% | i | -31% | 0% | -10
S=C(Cc1ccccc1)N1CCOCC1 | 0% | u | x | -2% | -7% | i | -2% | 2% | 11
CNc1ncnc2c1cnn2-c1ccc(C)c(C)c1 | x | x | -20% | 2% | 116%[activator] | i | x | x | x
Fc1ccccc1NC(=S)NN(Cc1ccccc1)c1ccccc1 | 11µM* | -13% | -6% | 1% | -13% | i | u | u | 3
CCCCNC(=O)[C@@H]1CSC2c3ccccc3C(=O)N21 (stereo partly specified) | 18% | 0% | -1% | -29% | 2% | i | -6% | 15% | -3
Cc1ccc(C(=O)OCC(=O)N2CC(C)CC(C)C2)cc1S(=O)(=O)N1CCOCC1 (stereo unspecified) | -2% | -27% | 13% | -28% | -5% | i | -20% | -6% | i
Cc1c2cnn(-c3ccccc3)c(=O)c2c(C)n1CCCC(=O)N1CCN(C2CCCCC2)CC1 | -7% | -2% | -3% | -21% | 0% | i | -4% | 5% | u
Cc1nc2sc(C(c3ccccc3)N3CC(C)OC(C)C3)c(O)n2n1 (stereo unspecified) | 10% | u | 4% | -20% | 1% | i | -3% | 7% | 2
CCOc1ccccc1NC(=O)CCc1nnc2ccc(N3CCC(C)CC3)nn12 | 1% | 7% | -1% | -16% | -21% | i | -1% | 6% | -25
CCSc1nnc(NC(=O)C2CCCCC2)s1 | 12% | -14% | 24% | 1% | 52%[activator] | i | 2% | 12% | 19
CSc1ccccc1-c1cnc(NC(C)=O)cn1 | u | x | 0% | -6% | 18% | i | x | 22% | -26
COCCn1c(SCC(=O)NCc2ccc(OC)c(OC)c2)nc2ccccc21 | -6% | 3% | 1% | 1% | -2% | x | -7% | 1% | -29

Grouped by structure: the entries above containing a cyano group.
SMILES | HT1080NT lethal | MCF10A rereplic | KB-3-1 tox | HepG2 tox | ATXN2 expr inh | ATXN viability | SW480 rereplic | HT1080 IDH1KD tx | IL1B secr inh
CCCCCCOC(=O)C(C#N)c1nc2ccccc2nc1N1CCN(CC)CC1 (stereo unspecified) | 16µM* | u | u | 3% | 27% | u | 17% | 23µM* | u
CCSc1cc(C2C(C#N)=C(N)OC(C)=C2C(=O)OC)c(C)o1 (stereo unspecified) | 9% | 16% | 4% | 0% | 2% | i | 0% | 8% | -6

Compound activity from PubChem.
